Assay outcomes (PubChem)
Vif-A3G inh: qHTS for Inhibitors of Vif-A3G Interactions: qHTS | HeLa A3G-eYFP + Vif (tagged APOBEC3G with the HIV-1 protein that degrades it), YFP fluorescence, overnight | Potency, µM (highest dose often 46.1 µM), for inactives: top-dose activity, negative = active, usual class: inhibitors | actives 0.076% (n = 410,000);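 note: potency is the fitted concentration of half-maximal effect; % is set by controls: 0 for no effect and ±100 for the full control effect; nearly all actives have a fitted effect of over 60% in size; hits raise eYFP signal because A3G escapes Vif-driven loss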
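HeLa cells stably expressing Vif and C-terminally eYFP-tagged A3G, seeded overnight at 37 deg C, then exposed to compound by pintool overnight at 37 deg C. Rise in yellow fluorescence (Ex 488/Em 500-530, Acumen) marks blocked Vif-driven A3G degradation.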
GRP78 ERSR act: qHTS for Inducers of the Endoplasmic Reticulum Stress Response (ERSR) in Human Glioma: qHTS | actives 0.02% (n = 420,000) | Potency, µM, inactives show at the top dose activation, hits mostly activators | U87-MG GRP78 promoter luciferase reporter, 16 h; note: potency is the fitted concentration of half-maximal effect; series mostly up to about 76 µM; % of control where 0% means no effect; nearly all actives have a fitted effect of over 35% in size
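ERSR induction read as luciferase luminescence (Bright-Glo, 10 min at room temperature) in stably transfected human U87-MG glioma cells exposed to compounds for 16 h, using GRP78 as sensor.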
TrxR1 substrate: qHTS Assay for Substrates of Mammalian Selenoprotein Thioredoxin Reductase 1 (TrxR1): qHTS | purified TrxR1 substrate turnover, NADPH consumption readout | Potency, µM (doses to about 114 µM), for inactives: at the highest dose activity change, negative = substrate turnover | actives 0.01% (n = 390,000) | AID 588456, 2011; note: potency is the fitted concentration of half-maximal effect; % is set by controls: 0 for no effect and ±100 for the full control effect; nearly all actives have a fitted effect of over 50% in size
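Rat TrxR1, dispensed at 90 nM, was prereduced with 400 uM NADPH (final) for 5 min at ~22 deg C, then incubated with compound 15 min before 400 uM selenite. A first-read NADPH fluorescence drop versus no-compound background flagged substrates.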
RGS4 inh: Inhibitors of Regulator of G Protein Signaling (RGS) 4: qHTS | Regulator of G-protein signaling 4 (Homo sapiens), P49798 | Transcreener GDP fluorescence polarization, RGS4-accelerated GTP hydrolysis | Potency, µM (series often up to 114 µM), for the others: top-dose activity change, negative = inhibition, most hits filed as inhibitors | actives 0.039% (n = 390,000) | AID 504845, 2011; note: potency is the fitted concentration of half-maximal effect; % is set by controls: 0 for no effect and ±100 for the full control effect; nearly all actives have a fitted effect of over 75% in size; some results filed as inactive show a strong effect at the top dose
Target sequence (P49798 whole entry, looked up): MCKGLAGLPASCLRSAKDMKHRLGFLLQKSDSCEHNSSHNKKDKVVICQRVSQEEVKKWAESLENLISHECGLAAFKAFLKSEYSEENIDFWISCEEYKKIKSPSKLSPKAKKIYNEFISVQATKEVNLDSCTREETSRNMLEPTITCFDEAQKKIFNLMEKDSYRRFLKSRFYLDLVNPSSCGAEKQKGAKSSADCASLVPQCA
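MLSMR compounds (23 nl, pin-transferred) preincubated 10 min at room temperature with a 500nM (2x) first reagent, then RGS4 at 900nM (2x) plus Transcreener GDP mix added; fluorescence polarization (620/688 nm) read before and after 90 min at 30 °C.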
LDHA block: qHTS assay for inhibitors of human lactate dehydrogenase | L-lactate dehydrogenase A chain (Homo sapiens), P00338 | purified LDHA, NADH/diaphorase-resazurin fluorescence; hits give low values | activity change, % (values are at about 110 or 230 µM) | actives 0.15% (n = 480,000) | AID 1347041, 2019; in the data active = activity change below about -30%; inconclusive = mostly about -25% to -30%;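 note: plate controls were DMSO wells for no effect and wells without enzyme for full effect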
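Resorufin fluorescence (ex540/em590), read at 0 and 20 min after diaphorase/resazurin addition, reports the NADH left after a 5 min room-temperature reaction of 2 nM human LDH5 with 0.06 mM NADH and 0.2 mM pyruvate.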
IDH1 R132H inh: qHTS for Inhibitors of mutant isocitrate dehydrogenase 1 (IDH1): qHTS | IDH1-R132H enzyme, NADPH consumption, diaphorase/resazurin fluorescence | Potency, µM (titrated, usually from 76.6 µM), inactives show at the highest dose activity change, negative = inhibition, actives largely listed as inhibitors | actives 0.093% (n = 390,000); note: potency is the fitted concentration of half-maximal effect; % is set by controls: 0 for no effect and ±100 for the full control effect; nearly all actives have a fitted effect of over 65% in size
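IDH1-R132H (0.5 ug/mL dispensed) in pH 7.5 Tris buffer was preincubated 30 min with compound, then given a substrate mix of 0.016 mM NADPH and 2 mM alpha-KG for 80 min at room temperature; remaining NADPH was read by diaphorase/resazurin fluorescence.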
Vif-APOBEC3F blk: qHTS for Inhibitors of Vif-A3F Interactions: qHTS; HeLa A3F-eYFP + Vif (tagged APOBEC3F with the HIV-1 protein that degrades it), YFP fluorescence increase; Potency, µM (highest dose often 46.1 µM), without a hit: at the highest dose activity, negative = active; actives 0.2% (n = 390,000); note: potency is the fitted concentration of half-maximal effect; % of control where 0% means no effect; nearly all actives have a fitted effect of over 65% in size
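HeLa cells stably expressing A3F-eYFP plus Vif, plated and incubated overnight at 37 deg C, then exposed to compounds overnight at 37 deg C. Blocked degradation read as raised yellow fluorescence (Ex 488/Em 500-530).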
USP1 inh: Inhibitors of USP1/UAF1: Primary Screen. Ubiquitin carboxyl-terminal hydrolase 1 (Homo sapiens), O94782. recombinant USP1/UAF1, Ub-Rhodamine cleavage fluorescence. Potency, µM (top dose mostly 57.1 µM), for inactives: at the top dose activity change, negative = inhibition, hits mostly inhibitors. actives 0.23% (n = 390,000). AID 743255, 2014; note: potency is the fitted concentration of half-maximal effect; % is set by controls: 0 for no effect and ±100 for the full control effect; nearly all actives have a fitted effect of over 60% in size; inactives centre near -12
Target sequence (O94782 whole entry, looked up): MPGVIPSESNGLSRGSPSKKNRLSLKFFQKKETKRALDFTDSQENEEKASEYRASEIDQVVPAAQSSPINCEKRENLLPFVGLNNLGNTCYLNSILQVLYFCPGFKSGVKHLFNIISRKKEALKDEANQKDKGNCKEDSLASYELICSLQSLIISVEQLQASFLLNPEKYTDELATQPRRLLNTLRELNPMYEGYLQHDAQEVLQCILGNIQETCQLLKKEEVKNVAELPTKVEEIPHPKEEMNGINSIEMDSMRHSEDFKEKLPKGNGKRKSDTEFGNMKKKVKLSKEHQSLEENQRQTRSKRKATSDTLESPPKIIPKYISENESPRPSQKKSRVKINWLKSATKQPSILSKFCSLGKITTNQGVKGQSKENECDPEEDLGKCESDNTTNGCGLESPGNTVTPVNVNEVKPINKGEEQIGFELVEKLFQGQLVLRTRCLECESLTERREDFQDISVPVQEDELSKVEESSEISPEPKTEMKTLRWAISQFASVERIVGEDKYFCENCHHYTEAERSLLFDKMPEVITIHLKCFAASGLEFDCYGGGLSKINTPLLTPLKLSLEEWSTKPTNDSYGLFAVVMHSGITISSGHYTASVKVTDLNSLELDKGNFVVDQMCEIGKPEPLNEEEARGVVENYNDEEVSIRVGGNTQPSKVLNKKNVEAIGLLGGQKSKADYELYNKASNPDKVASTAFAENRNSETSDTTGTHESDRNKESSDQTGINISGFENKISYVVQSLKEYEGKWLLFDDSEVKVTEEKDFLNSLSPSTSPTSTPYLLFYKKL
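High-throughput fluorogenic screen: 1nM USP1/UAF1 complex, Ub-Rho substrate 150nM final, 50mM HEPES pH 7.8 with 0.5mM EDTA, 0.1 mg/ml BSA, 1mM TCEP and 0.01% Tween-20.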
TrxR1 inh: qHTS Assay for Inhibitors of Mammalian Selenoprotein Thioredoxin Reductase 1 (TrxR1): qHTS; Thioredoxin reductase 1, cytoplasmic (Rattus norvegicus), O89049; recombinant rTrxR1, NADPH fluorescence consumption, selenite substrate; Potency, µM (top dose mostly 114 µM), for inactives: at the top dose activity change, negative = inhibition, usual class: inhibitors; actives 1% (n = 390,000); note: potency is the fitted concentration of half-maximal effect; % is set by controls: 0 for no effect and ±100 for the full control effect; nearly all actives have a fitted effect of over 65% in size
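Rat TrxR1 (90 nM in the dispensed reagent) was pre-reduced with 400 uM NADPH for 5 min at room temperature, then incubated with compound for 15 min. After 400 uM selenite was added, NADPH fluorescence (Ex 340/Em 450 nm) was followed for 8 min.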
* marks the source's active call; other numbers are inactive results; ? = inconclusive; & = joins results of further samples; [ ] = remark or other dose. Unless noted, calls come from the whole dose curve; as a rule, active = well fitted curve in the direction sought with a large enough effect; inconclusive = small, poorly fitted or top-dose-only effect, or another doubt; inactive = no such curve, though single readings can be large; an effect the other way counts as inactive or inconclusive.

molecule	Vif-A3G inh	GRP78 ERSR act	TrxR1 substrate	RGS4 inh	LDHA block	IDH1 R132H inh	Vif-APOBEC3F blk	USP1 inh	TrxR1 inh
c1ccc2c(N3CCCCC3)nc(N3CCCCC3)nc2c1	0.2%	-5.6%	7.0%[57.1 µM]	-15.5%	-0.5	1.8%	3.4%	-12.8%	-4.8%
Cc1ccc(SCC(=O)OCC(=O)N(CC(C)C)c2c(N)n(Cc3ccccc3)c(=O)[nH]c2=O)cc1C	-18.4%	-3.9%	-8.0%[57.1 µM]	8.0%	-2.6	0.6%	-2.4%	-2.9%	-4.4%[57.1 µM]
CC(=O)Nc1ccc(NC(=O)CSc2nnc(NC(=O)c3ccco3)s2)cc1	-1.4%	-1.8%	-6.7%	8.3%	-11.5	-2.0%	3.3%	-15.8%	-2.3%
COc1ccc(NC(=O)N(C)C[C@H]2Oc3c(NS(=O)(=O)c4cn(C)cn4)cccc3C(=O)N([C@H](C)CO)C[C@@H]2C)cc1	-3.0%	0.7%	2.9%	-12.5%	8.3	-0.9%	-1.6%	-21.0%	-6.5%
Cc1cccn2c(=O)c3cc(C(=O)NC4CCCCCC4)sc3nc12	3.3%	1.7%	60.6%[activator]	17.2%	-5.1	-3.4%	-20.7%	1.2%	-29.0%
COc1ccc(C(=O)N(Cc2ccco2)Cc2cc3cc(C)ccc3[nH]c2=O)cc1OC	-7.9%	-2.0%	-1.6%	-19.6%	-12.3	-4.1%	-12.2%	5.8%	-25.5%
NS(=O)(=O)c1ccc(N2N=C(c3ccc(Br)cc3)CC2c2ccc(F)cc2)cc1 (stereo unspecified)	-6.4%	-17.4%	400.0%[activator][57.1 µM]	-17.6%	-2.8	?	1.5%	-3.5%	94.5%[activator][57.1 µM]
O=C(c1ccc(Cl)c(Cl)c1)N1CCC(=O)N(C(COCc2ccc(Cl)cc2)Cc2ccccc2)CC1 (stereo unspecified)	-0.4%	-3.8%	9.9%[57.1 µM]	-11.9%	2.3	-6.0%	2.2%	6.6%	20.3%[57.1 µM]
CC(C)(O)C#Cc1ccc(C(=O)Nc2ccc3c(c2)OCO3)s1	-6.1%	7.4%	-1.4%	-3.1%[11.4 µM]	2.2	5.5%	1.8%	-8.1%	-0.9%
CN(CC(=O)OCC(=O)NCc1ccccc1)S(=O)(=O)c1ccc(F)cc1	-4.6%	-4.9%	13.6%	-22.0%	1.1	12.9%	-22.0%	-18.0%	27.9%
COc1ccccc1C(c1nnnn1CS(=O)(=O)c1ccc(C)cc1)N1CCSCC1 (stereo unspecified)	7.7%	-3.3%	14.7%	0.1%	-6.4	12.7%	-18.8%	-11.3%	17.2%
CC(Oc1ccc(Cl)cc1Cl)C(=O)Nc1ccc(S(=O)(=O)Nc2cnc3ccccc3n2)cc1 (stereo unspecified)	-4.1%	-4.1%	9.2%[57.1 µM]	-22.5%[11.4 µM]	-5.3	-9.4%	-0.9%	-22.0%	13.3%[57.1 µM]
Cn1c(=O)n(C/C=C/c2ccccc2)c(=O)c2c1nc1n2CCCN1Cc1ccccc1	0.9%	-4.4%	-7.0%	-9.1%	-2.9	2.3%	-6.1%	-11.4%	-3.9%
CCOC(=O)N1CCC(N(CCCOC)C(=O)Nc2ccc(CC)cc2)CC1	-0.9%	2.8%	8.7%	16.7%	0.2	1.0%	-3.0%	8.8%	18.3%
COc1cc(C)c(Br)cc1S(=O)(=O)NCc1ccccc1	-5.1%	-2.1%	2.3%[2.29 µM]	2.2%	-4.2	-3.5%	-6.1%	?	10.4%[2.29 µM]
O=C(NCc1ccncc1)c1c(F)c(F)c(F)c(F)c1F	-0.3%	-4.2%	12.9%[57.1 µM]	22.5%	3.5	-4.0%	-11.6%	-0.9%	10.6%[57.1 µM]
Fc1cnc(N2CCOCC2)nc1N1CCOCC1	-2.1%	-0.7%	9.1%[57.1 µM]	33.5%	-6.3	-4.3%	2.2%	2.3%	20.0%[57.1 µM]
CC(C)NC(=O)NC(=O)CSc1ccc(S(=O)(=O)N2CCOCC2)cn1	0.5%	-3.5%	-5.0%	22.6%	2.5	-1.6%	1.1%	0.2%	-4.4%
Cc1oc(-c2ccc(C(=O)N(C)Cc3ccccc3)cc2)nc1CN1CCc2ccccc21	4.6%	-0.7%	-4.7%[57.1 µM]	-3.4%	-5.1	0.9%	4.7%	-17.6%	12.8%[57.1 µM]
Cc1ccc(NC(=O)C23CCC(C)(C(=O)[C@H]2Br)C3(C)C)cc1 (stereo partly specified)	2.7%	-1.4%	-4.6%	20.7%	-13.5	-4.4%	0.1%	-5.5%	12.1%
O=C(Cn1nnc(-c2ccccc2)n1)NNC(=O)c1ccc(Br)cc1	0.0%	1.7%	-2.4%[57.1 µM]	-3.7%	-4.9	0.7%	1.5%	2.9%	18.5%[57.1 µM]
C=CCn1c(=S)sc2c(=O)[nH]cnc21	1.2%	-0.7%	-13.5%	22.7%	-12.1	-2.8%	3.0%	-0.5%	-1.4%
O=C(NNc1ncnc2c1cnn2-c1ccccc1)c1ccco1	0.1%	-0.8%	4.3%[57.1 µM]	-2.5%	-6.5	-3.6%	6.7%	-1.7%	1.6%[57.1 µM]
CC(=O)Nc1ccc(N2C(=O)CSC2c2ccc(F)cc2)cc1 (stereo unspecified)	0.2%	-4.6%	2.8%	-7.4%[56.9 µM]	-0.6	0.0%	3.1%	-8.1%	3.8%
CN1CCCC(OC(=O)COc2ccccc2)C1 (stereo unspecified)	1.5%	-1.7%	1.0%	26.3%	1.7	1.5%	3.6%	-4.2%	7.9%
O=C(COC(=O)c1n[nH]c2ccccc12)Nc1ccc([N+](=O)[O-])cc1	-4.1%	-0.8%	5.4%	-11.1%	-7.5	5.5%	-3.6%	-15.3%	6.3%
CC(C)(C)NC(=O)NC(=O)COC(=O)CNS(=O)(=O)c1ccc(Br)cc1Cl	-1.5%	-1.6%	-3.1%	-2.8%	-5.6	-8.9%	-5.3%	-15.9%	6.5%
CCn1c(SCCC(=O)Nc2ccccc2)nnc1-c1ccc(OC)cc1	0.2%	-4.2%	0.0%	10.3%	-10.9	-0.9%	-1.3%	-17.6%	3.7%
CSc1ccccc1C(=O)N1CCN(S(=O)(=O)c2sc(C(=O)O)c(C)c2C(=O)O)CC1	0.4%	-3.5%	-9.6%	-4.8%	0.1	4.6%	-9.4%	0.5%	-1.8%
Cc1cccc2sc(NC(=O)C3=NN(c4ccccc4)C(=O)CC3)nc12	-4.6%	-3.0%	53.9%[activator]	-18.3%	-2.3	-6.2%	-2.9%	-18.8%	24.2%
Cc1nnc(SCC(=O)Nc2c(C)n(C)n(-c3ccccc3)c2=O)n1Cc1ccccc1	-3.4%	1.3%	-14.3%[57.1 µM]	-14.8%	-0.8	4.6%	-5.9%	-7.9%	28.3%[57.1 µM]
CC(C)(C)[C@H]1CCC(=O)N([C@H](CN=[N+]=[N-])Cc2ccccc2)CC1	0.2%&-2.6%	-3.1%&-0.4%	9.0%[57.1 µM]	5.2%	-2.5	0.0%	1.7%	-17.1%	23.3%[57.1 µM]
CN(C)/C=C(\C#N)C(=O)Nc1ccc(F)c(Cl)c1	4.0%	2.7%	-5.0%	-8.9%	-8.6	14.2%	-0.5%	-11.2%	10.9%
NC(=O)C1CCN(S(=O)(=O)Cc2ccccc2Cl)CC1	0.5%	-3.2%	-3.6%	16.2%[56.9 µM]	-6.7	2.2%	12.2%	7.2%	18.0%
CC(C)Oc1ccc(C(=O)NCc2cccnc2)cc1	1.1%	2.2%	-9.7%	3.8%	-7.0	0.0%	-20.9%	0.5%	-8.3%
O=C(NCCCN1CCN(c2ccccc2F)CC1)c1ccc2nc(Cc3ccccc3)oc2c1	-1.3%	-1.9%	-3.6%[57.1 µM]	-23.3%	-7.2	-7.5%	-7.1%	-24.8%	15.8%[57.1 µM]
COc1ccc(CN2CCC(N3CC(C)OC(C)C3)CC2)c(OC)c1OC (stereo unspecified)	4.0%	-4.9%	-3.9%	-12.5%	-21.0	0.0%	3.9%	-14.1%	18.4%
COc1ccc(C(=O)Nc2ccc(S(=O)(=O)N3CCCCC3)cc2)cc1	5.7%	-3.5%	-0.7%[57.1 µM]	18.8%	0.8	5.7%	-10.6%	-20.3%	13.4%[57.1 µM]
CCCCc1nc2n[nH]c(N)c2c2c1CCC2	-21.3%	-6.9%	-2.3%[57.1 µM]	-38.0%	3.4	8.5%	-2.9%	-4.6%	19.0%[57.1 µM]

These rows are one share of the data; count on the stated rates, not on these rows.
